ABCB6 inh MLPCN = ABCB6 transporter inhibitors, primary screen, K562-ABCB6 cells, flow cytometry, MLPCN library; fluorescence ratio to DMSO, % at 10 µM; K562-ABCB6 porphyrin accumulation, 1 h; hits give low values; 0.19% of 360,000 active; AID 602162, 2011;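 active = fluorescence ratio to DMSO below 75%, the collection mean minus 3 SD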;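 note: signal is porphyrin accumulated inside mitochondria; 100% equals median channel fluorescence of DMSO control wells; lower ratio means ABCB6 inhibition with less porphyrin fluorescence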
Cardio protect = cardioprotection against H2O2-induced cell death, primary screen, uHTS, H9c2 cells, ATPLite luminescence; H9c2 cardiomyocytes, H2O2 injury protection, 2 h; protection from H2O2 cell death, % at 20 µM; 0.63% of 360,000 active;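 active = compounds giving at least 50% protection of heart cells from peroxide-induced death in the single-dose screen, raw or plate-pattern-corrected value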;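 note: 0% = DMSO wells with peroxide and 100% = DMSO wells without peroxide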
TLR9-MyD88 block = inhibitors of TLR9-MyD88 association in cells, primary screen, cell-based, CHO, BLA complementation, fluorescence; inhibition, % at 4.98 µM; Toll-like receptor 9 (Homo sapiens) + Myeloid differentiation primary response protein …; 0.21% of 340,000 active; CCF4 FRET ratio; AID 504734, 2011;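 active = inhibition above the mean over all tested compounds plus 3 SD, cut at about 21% in these data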;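 note: 0% = DMSO only wells and 100% = clavulanate BLA inhibitor control wells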
m5-HT2A agonist = mouse Htr2a agonists via beta-arrestin recruitment, primary screen, cell-based, luminescence; 5-hydroxytryptamine receptor 2A (Mus musculus), P35363; AID 624169, 2012; activation, % at 7.6 µM; 0.66% of 360,000 active; CHO-K1 mHTR2A beta-arrestin complementation; percent of 30 µM serotonin response;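 active = activation above a run cutoff, the mean activation of all tested compounds plus 3 SD, cut at about 14% in these data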;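 note: 0% = plate median of compound wells and 100% = 30 µM serotonin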
N-glyco inh = increase of ERlucT glycosylation luciferase signal, primary screen, N-linked glycosylation inhibitor project, D54 ERlucT cells, luminescence, set 2. D54 ERlucT glycosylation luciferase reporter, 24 h; percent of 100 nM tunicamycin response. reporter increase, % at 12.5 µM. 0.23% of 360,000 active. AID 588692, 2011;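 active = mean luciferase reporter signal, scaled so untreated is 0 and the glycosylation-blocking control 100, at or above a set limit in every replicate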;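 note: luciferase carries N-glycosylation sites so blocking glycosylation raises the light; 0% = median of neutral control wells and 100% = median of 100 nM tunicamycin wells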
MC4R antagonist = MC4R antagonists of cAMP signaling, primary screen, cell-based, TR-FRET, antagonist arm of biased-ligand search; 0.48% of 360,000 active; MC4R-expressing cells, MTII-stimulated cAMP, LANCE TR-FRET; inhibition, % at 6.5 µM; Melanocortin receptor 4 (Homo sapiens), P32245;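 active = inhibition above its plate's cutoff, the mean of tested wells on that plate plus 3 SD, cut at about 29% in these data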;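 note: 0% = Melanotan II alone and 100% = Melanotan II plus saturating MCL0020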
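Test system: U2OS cells stably expressing human melanocortin 4 receptor (MC4R); also added: Melanotan II challenge; compound: 6.5 µM single dose; timing: 30-min compound preincubation, 1-h Melanotan II challenge, 1-h detection, room temperature; signal: Eu-cAMP/anti-cAMP TR-FRET, emission 671 nm; repeats: one well per compound, no replicates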
SRC2 inh = inhibition of GAL4-SRC2 driven luciferase reporter, primary screen, SRC2 inhibitor project, cell-based, luminescence. HEK293 GAL4-SRC2 luciferase reporter. inhibition, % at 9 µM. 0.17% of 370,000 active. AID 651957, 2012;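 active = inhibition above the mean inhibition of all tested compounds plus 3 SD, set per campaign, cut at about 52% in these data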;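 note: 0% = DMSO treated cells and 100% = cells given Gossypol at 36 µM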
NOD2-RIPK2 inh = NOD2-RIPK2 binding disruptors in cells, primary screen, fluorescence, CHO cells, BLA complementation; Receptor-interacting serine/threonine-protein kinase 2 (Homo sapiens), O43353; CCF4 ratio; 0.38% of 360,000 active; inhibition, % at 4.98 µM; in the data active = inhibition above about 21%;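 note: 0% = vehicle only and 100% = reference blocker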
ABHD5-PLIN5 inh = ABHD5-PLIN5 interaction inhibitors, primary screen, cell lysate, split luciferase complementation, luminescence; Split G. princeps luciferase complementation, 4 h; inhibition, % at 4 µM; 0.78% of 360,000 active;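 active = inhibition above the mean inhibition across every tested compound plus 3 SD, cut at about 22% in these data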;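 note: 0% = DMSO only wells and the 100% control is not disclosed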
Target sequence (Q00G26 whole entry, looked up): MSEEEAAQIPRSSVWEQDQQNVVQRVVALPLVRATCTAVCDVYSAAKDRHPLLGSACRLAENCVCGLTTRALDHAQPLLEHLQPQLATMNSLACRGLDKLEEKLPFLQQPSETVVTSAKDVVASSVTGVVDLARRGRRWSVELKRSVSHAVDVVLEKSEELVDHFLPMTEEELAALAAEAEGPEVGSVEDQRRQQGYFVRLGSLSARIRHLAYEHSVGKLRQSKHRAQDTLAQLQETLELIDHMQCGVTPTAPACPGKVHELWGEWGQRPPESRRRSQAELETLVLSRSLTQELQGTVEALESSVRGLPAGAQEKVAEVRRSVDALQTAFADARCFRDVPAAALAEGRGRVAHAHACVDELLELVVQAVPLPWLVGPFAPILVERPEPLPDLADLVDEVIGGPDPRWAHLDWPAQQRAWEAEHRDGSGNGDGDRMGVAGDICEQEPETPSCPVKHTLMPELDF
Target sequence (Q8WTS1 whole entry, looked up): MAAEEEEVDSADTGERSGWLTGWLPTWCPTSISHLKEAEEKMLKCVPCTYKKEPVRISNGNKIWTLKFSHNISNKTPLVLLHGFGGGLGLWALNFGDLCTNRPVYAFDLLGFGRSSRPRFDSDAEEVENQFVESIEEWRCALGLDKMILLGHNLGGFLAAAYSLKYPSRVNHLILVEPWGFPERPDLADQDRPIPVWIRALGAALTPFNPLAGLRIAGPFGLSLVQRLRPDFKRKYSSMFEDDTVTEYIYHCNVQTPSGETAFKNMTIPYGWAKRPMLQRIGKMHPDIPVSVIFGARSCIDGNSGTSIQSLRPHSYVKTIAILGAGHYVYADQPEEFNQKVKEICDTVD
MC4R ag barr = MC4R agonists recruiting beta-arrestin, primary screen, cell-based, luminescence, agonist arm of biased-ligand search. 0.98% of 360,000 active. Melanocortin receptor 4 (Homo sapiens), P32245. activation, % at 8.9 µM. U2OS MC4R beta-arrestin complementation; percent of melanotan II response, DMSO zero;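 active = activation above a per-plate cutoff, the mean activation of sample wells on that plate plus 3 SD, cut at about 8% in these data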
An asterisk follows results filed as active; / = no result given. These rows are one share of the data (hit frequency here may not be typical).

mol	ABCB6 inh MLPCN	Cardio protect	TLR9-MyD88 block	m5-HT2A agonist	N-glyco inh	MC4R antagonist	SRC2 inh	NOD2-RIPK2 inh	ABHD5-PLIN5 inh	MC4R ag barr
COc1ccccc1CC(=O)NC(=O)c1ccccc1O	96	-2	2	2	1	-2	11	0	-3	-0.2
CCOc1cc(CO)cc(Br)c1OCC(=O)Nc1ccccc1C	106	1	-4	-8	-1	-3	6	-19	-5	3.1
CC(C)OCCCNC(=O)c1cc2c(s1)CS(=O)(=O)C2	100	4	-7	-3	2	3	3	0	5	-2.4
COc1ccc(-n2cnnc2SCC(=O)N(C)c2ccccc2)cc1	96	-4	8	-1	-3	3	13	-5	8	-0.8
Cc1ccc(-c2nnc(N(C)C(=O)c3cccnc3)s2)cn1	93	-6	-4	4	3	1	-31	0	4	1.1
CC1CCN(C(=O)COC(=O)CNC(=O)C23CC4CC(CC(C4)C2)C3)CC1	859	-5	4	8	0	7	-13	4	0	-2.3
C=CCNc1nc(C(=O)OCC(=O)NCc2cccc(Cl)c2)cs1	94	6	-1	6	-2	3	17	0	-5	1.8
Cc1ccc(NC(=S)N2CCC(NC(=O)c3ccc(C)cc3)CC2)cc1	91	2	1	2	0	-1	6	2	2	-2.3
NS(=O)(=O)c1ccc(N/N=C/c2ccccc2C(=O)O)c([N+](=O)[O-])c1	99	5	7	-5	3	-4	7	-4	5	-1.9
COC(=O)c1ccccc1NC(=O)C1CCN(C(=O)c2cc(OC)c(OC)c(OC)c2)CC1	93	5	-6	5	-1	10	12	1	-1	-1.4
CCCCOP(=O)(OCCCC)C(O)c1ccc(F)cc1 (centres undefined)	104	-4	1	-5	2	7	-6	-5	2	0.0
COCCNC(=O)c1ccc(NS(=O)(=O)c2cc(C)ccc2C)cc1	93	-4	10	1	1	3	13	-7	-2	0.6
CC1=C(C(=O)Nc2ccccc2C(=O)NC2CCCCC2C)SCCO1 (centres undefined)	94	1	-14	5	0	3	12	-36	-3	-0.9
CCOc1ccc(OCC(=O)N(C)c2c(N)n(Cc3ccccc3)c(=O)[nH]c2=O)cc1	105	6	8	5	1	-3	-35	-10	-3	0.2
Cc1nn(C)c(C)c1/C=N/NC(=O)C(C)(C)Oc1ccc(Cl)cc1	100	6	8	1	-8	0	/	-11	0	-1.0
COc1ccc(-c2sc(Nc3ccc(F)c(F)c3F)nc2CCC(=O)NN)cc1	97	2	-10	-5	2	7	-21	2	6	3.4
CCC1NC(=O)c2cccnc2-n2c1nc1cc(C)cc(C)c1c2=O (centres undefined)	101	-10	-6	1	3	9	14	-6	2	2.1
CC(CCCC(C)(C)O)CC1C2=C(CCCC2=O)OC2=C1C(=O)CCC2 (centres undefined)	95	1	-1	-4	1	0	-9	2	-3	-1.3
Cc1cc(C(=O)OCC(=O)NC2CCCC2)c2ccccc2n1	94	10	2	-2	-1	1	7	-7	16	0.8
Cn1c(=O)[nH]c2ncccc21	101	6	4	11	3	5	-3	-5	8	-0.1
COc1ccc(C(=O)Nn2c(C)ccc2C)cc1OC	101	-1	4	0	1	-2	14	-5	2	-0.4
Cc1cc(C)c2c(N)c(S(=O)c3ccc(C(C)(C)C)cc3)sc2n1 (centres undefined)	100	-10	8	-5	5	7	-25	-19	-5	0.8
O=C(Cn1cc(COc2ccc3ccc(=O)oc3c2)nn1)c1ccc(O)cc1	98	8	0	-1	2	3	-3	-3	4	-0.3
COc1ccc(CNc2nc(SC)n[nH]2)cc1OC	93	7	5	-1	-1	3	0	-4	-13	-2.0
CC(C)CCNC(=O)CN(Cc1ccccc1)C(=O)CCC(=O)Nc1nccs1	89	-6	-3	-4	3	3	-4	-5	1	-0.4
O=C(NCCNc1ccc([N+](=O)[O-])cc1)c1cccc(Br)c1	96	-8	1	-1	4	4	-12	-8	-4	-3.8
CC(=O)c1ccc(NC(=O)CN2CCC(C(=O)c3ccc4c(c3)OCCO4)CC2)cc1	99	-2	-6	-3	-4	-3	-4	-4	4	-1.0
O=C(CSc1nc2ccccc2s1)NNC(=O)Nc1ccc(Cl)c(Cl)c1	92	-5	5	2	-1	-7	-17	-2	2	1.0
COc1cccc(NS(=O)(=O)c2c(C(=O)N3CCCCCC3)c(C)n(C)c2C)c1	96	-2	3	4	0	9	-2	-1	4	-1.1
CCOC(=O)C1=C(C)Nc2ccccc2N=C1NC(=O)c1ccc(Cl)c(S(=O)(=O)N2CCCC2)c1	91	31	-15	-2	-3	3	-11	5	-4	-0.2
COc1ccc(C(=O)Nc2cccc(C(=O)N/N=C/c3ccc(OC)cc3OC)c2)cc1	101	19	-2	0	-3	7	-70	-1	7	-0.5
O=C(c1ccccc1)C(CN1CCCCC1)c1ccccc1 (centres undefined)	101	-7	0	-1	-18	3	42	7	29*	0.3
CCC(Sc1nc(N)cc(N)n1)C(=O)O (centres undefined)	97	-1	-9	4	0	-2	-14	7	-4	2.1
CC(/C=N/n1cnnc1)=C\c1ccccc1	98	5	10	5	2	-2	-12	-4	-6	0.9
C=CCSc1nnc(NC(=O)CSc2nnc(C)s2)s1	90	-13	-1	5	0	1	-9	-16	-2	-1.4
O=C(CN(C(=O)c1csnn1)c1ccccc1C(F)(F)F)NC1CCCCC1	98	4	-6	2	-1	-3	1	4	-1	-1.5
Brc1ccccc1OCCCCCN1CCOCC1	93	3	9	-4	2	5	-19	3	4	0.7
CCN(CC(=O)Nc1c(F)cccc1F)C(=O)c1ccc(-n2cncn2)c([N+](=O)[O-])c1	98	2	-3	-4	2	-4	-1	-11	1	1.0
Cc1ccc(S(=O)(=O)NCCC(=O)Nc2nnc(C)s2)cc1	98	4	-6	-1	2	1	-7	11	-6	-0.9
O=C(ONC(=O)C1CCCCC1C(=O)NOC(=O)c1ccccc1)c1ccccc1 (centres undefined)	85	6	-24	2	0	10	13	-7	-1	-1.5
O=C(NC(NC(=S)Nc1ccc(Cl)c(Cl)c1)C(Cl)(Cl)Cl)c1ccco1 (centres undefined)	102	-31	5	6	1	4	3	0	-20	-0.8
Cc1nc(-c2nnc(SCC(=O)Nc3cc(Cl)cc(Cl)c3)n2C)cs1	93	-1	3	7	0	8	-39	-10	3	-0.7
CC(=O)NC(CC(=O)OCC(=O)N1CCc2ccccc21)c1ccccc1 (centres undefined)	97	1	-2	6	1	-1	10	-1	5	0.4
O=C1c2cccc3c(N4CCCCC4)ccc(c23)C(=O)N1c1ccc(O)cc1	169	-9	12	-3	-5	23	-21	14	2	0.8
O=C(CSCc1ccc(C(=O)O)cc1)Nc1ccc2ccccc2c1	96	2	-4	-2	-1	-1	-6	13	1	-0.6
C=CCOc1ccc(Br)cc1CNCCO	104	7	0	-3	0	1	-9	-3	-1	-1.4
O=C1c2oc3ccc(F)cc3c(=O)c2C(c2ccccc2)N1CC1CCCO1 (centres undefined)	96	-2	-1	5	0	1	-3	-4	3	-0.8
CCOC(=O)c1ccccc1NC(=O)c1c(O)c2ccccc2n(CC)c1=O	97	29	0	-3	-8	17	17	2	0	-1.8
Cc1cccc(N2CCN(C(=O)Cn3c(=O)[nH]c4ccsc4c3=O)CC2C)c1 (centres undefined)	98	2	4	-1	-4	10	-2	-4	4	-1.9
COc1ccc(/C=C(\NC(=O)c2ccccc2)C(=O)NCc2ccco2)cc1OC	94	2	-12	4	1	-2	-16	-8	-12	-1.9
O=S(=O)(CCC1CCCCN1)c1ccccc1 (centres undefined)	97	1	-6	-4	-1	5	-8	2	7	-0.2
Cc1cc(Br)c(NC(=O)CCNC(=O)OCc2ccccc2)cc1C	92	-1	4	0	1	2	16	-4	0	0.7
Cc1ccc(N=Nc2cc(C)ccc2O)c(C)c1	102	-5	2	4	-2	7	-23	-6	2	-0.7
CCCCCCCCCCCCCCCC[n+]1ccc(/C=N/O)cc1	100	-20	14	5	87*	7	-17	14	31*	20*
CCOC(=O)C1CCN(C(=O)COc2ccc(Cl)cc2Cl)CC1	97	-7	9	-1	1	16	-6	0	1	-0.6
CCOc1cc(CNc2ccc(CNc3ncn[nH]3)cc2)ccc1OCc1ccccc1	89	-5	0	-5	-3	14	1	3	1	-1.0
Cn1c(SCc2ccccc2Br)nc2ccccc2c1=O	98	-10	2	2	-5	-2	-2	-7	-2	0.6
Cc1[nH]n(-c2ccccc2)c(=O)c1C=NC1CCCCCC1	99	1	2	-2	0	34*	-9	5	1	-0.4
CCc1ccc(-c2nn(-c3ccccc3)cc2C2SCC(=O)N2Cc2ccco2)cc1 (centres undefined)	96	13	-5	-3	-2	-2	13	1	-4	0.6
Cc1cccc(C)c1OCc1cc(C(=O)N2CCN(c3ccc(F)cc3)CC2)no1	107	-7	6	-3	-6	-8	-36	-12	7	0.4

Remaining list, next part:
mol	ABCB6 inh MLPCN	Cardio protect	TLR9-MyD88 block	m5-HT2A agonist	N-glyco inh	MC4R antagonist	SRC2 inh	NOD2-RIPK2 inh	ABHD5-PLIN5 inh	MC4R ag barr
COc1ccc(C(=O)N2CCN(Cc3cc(OC)ccc3OC)CC2)cc1	102	20	2	-4	3	6	17	8	2	-1.7
CCOC(=O)C(CC(=O)c1ccccc1)CC(=O)c1ccccc1	95	0	3	-2	0	-1	-47	-9	-3	-0.1
N=c1oc2ccccc2cc1C(=O)NC1CCCCCC1	100	-8	4	-2	-2	1	-39	0	-1	-2.9
CNC(=O)NC(=O)CSc1nnc(-c2ccc(F)cc2)n1CC1CCCO1 (centres undefined)	100	3	-4	-1	-2	-7	-10	4	-1	0.2
Cn1c(=O)c2cn(-c3ccc4c(c3)OCCO4)cc2n(C)c1=O	95	-4	-6	5	-4	6	-38	-3	9	0.8
O=C(CSC1=NS(=O)(=O)c2cc(Cl)ccc2N1)Nc1ccccc1F	95	2	1	3	3	3	-15	-10	8	-0.5

Single records, from the list above. Screens in order: ABCB6 inh MLPCN	Cardio protect	TLR9-MyD88 block	m5-HT2A agonist	N-glyco inh	MC4R antagonist	SRC2 inh	NOD2-RIPK2 inh	ABHD5-PLIN5 inh	MC4R ag barr
Cn1c(=O)c2cn(-c3ccc4c(c3)OCCO4)cc2n(C)c1=O as listed: 95	-4	-6	5	-4	6	-38	-3	9	0.8
O=C(CSC1=NS(=O)(=O)c2cc(Cl)ccc2N1)Nc1ccccc1F as listed: 95	2	1	3	3	3	-15	-10	8	-0.5

Bioassay records (PubChem)
